Assay outcomes from PubChem.
HCV inh = qHTS Assay for Inhibitors of Hepatitis C Virus (HCV) | Huh7.5.1 HCVcc-Cre infection, luciferase reporter, 44 h | Potency, µM (titrated, usually from 41.8 µM), without a hit: at the highest dose activity change, negative = inhibition, actives largely listed as inhibitors | AID 651820, 2012 | 340,000 tested, 3.4% active; note: potency is the fitted concentration of half-maximal effect
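Reporter virus HCVcc-Cre (~0.5 moi) infects cells exposed to compound; seeding density 1,000 cells/well with 4 h settling beforehand. Luminescence, 15 sec read, taken 44 h post-infection following a 15 min RT substrate incubation.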
AmpC inh detg = qHTS Inhibitors of AmpC Beta-Lactamase (assay with detergent); 370,000 tested, 0.041% active; AmpC hydrolysis of nitrocefin, absorbance 480 nm, 0.01% Triton; P00811; Potency, µM (series often up to 114 µM), for the others: top-dose activity change, negative = inhibition, usual class: inhibitors;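 note: potency is the fitted concentration of half-maximal effect; 0% = no-compound wells and -100% = no-enzyme wells; nearly all actives have a fitted effect of over 25% in size; some results filed as inactive show a strong effect at the top dose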
Target sequence (P00811 whole entry, looked up): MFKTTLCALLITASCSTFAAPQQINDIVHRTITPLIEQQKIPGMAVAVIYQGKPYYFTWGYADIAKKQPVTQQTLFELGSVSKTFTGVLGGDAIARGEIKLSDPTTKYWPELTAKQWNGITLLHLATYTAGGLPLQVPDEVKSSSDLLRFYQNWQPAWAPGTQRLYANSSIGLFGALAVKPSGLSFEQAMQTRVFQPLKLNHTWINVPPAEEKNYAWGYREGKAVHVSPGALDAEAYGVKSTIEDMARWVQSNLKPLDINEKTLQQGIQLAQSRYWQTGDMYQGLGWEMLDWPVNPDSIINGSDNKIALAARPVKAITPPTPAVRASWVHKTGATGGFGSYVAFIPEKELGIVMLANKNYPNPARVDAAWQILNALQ
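AmpC (5.3 nM in the dispensed reagent) in 20 mM phosphate pH 7.0 with 0.01% (detergent screen) or 0.0001% Triton X-100 was preincubated with compounds for 15 min at room temperature. Nitrocefin was then added from an 800 uM solution, and hydrolysis was followed at 480 nm.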
HCMV inh = qHTS Assay for inhibitors of the human cytomegalovirus (HCMV); HFF cells, HCMV-luciferase reporter, 72 h; hits give low values; activity change, negative = inhibition, % at 57.5 µM; 410,000 tested, 4.5% active; in the data active = activity change below about -60%; inconclusive = no clear call, values can overlap the other calls; inactive = above about -39%
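Steps: HFFs plated, 16 h 37C; compounds added; HCMV-luciferase added to MOI 1 PFU/cell; 72 h 37C; OneGlo reagent, 5 min room temperature; luminescence read, normalized to controls.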
LmPK inh = qHTS Assay for Inhibitors of Leishmania Mexicana Pyruvate Kinase (LmPK); 290,000 tested, 0.37% active; purified LmPK, Kinase-Glo ATP luminescence, 1 h; Potency, µM (highest dose often 57.5 µM), without a hit: at the highest dose activity change, negative = inhibition, hits mostly inhibitors; note: potency is the fitted concentration of half-maximal effect
Target sequence (Q27686 whole entry, looked up): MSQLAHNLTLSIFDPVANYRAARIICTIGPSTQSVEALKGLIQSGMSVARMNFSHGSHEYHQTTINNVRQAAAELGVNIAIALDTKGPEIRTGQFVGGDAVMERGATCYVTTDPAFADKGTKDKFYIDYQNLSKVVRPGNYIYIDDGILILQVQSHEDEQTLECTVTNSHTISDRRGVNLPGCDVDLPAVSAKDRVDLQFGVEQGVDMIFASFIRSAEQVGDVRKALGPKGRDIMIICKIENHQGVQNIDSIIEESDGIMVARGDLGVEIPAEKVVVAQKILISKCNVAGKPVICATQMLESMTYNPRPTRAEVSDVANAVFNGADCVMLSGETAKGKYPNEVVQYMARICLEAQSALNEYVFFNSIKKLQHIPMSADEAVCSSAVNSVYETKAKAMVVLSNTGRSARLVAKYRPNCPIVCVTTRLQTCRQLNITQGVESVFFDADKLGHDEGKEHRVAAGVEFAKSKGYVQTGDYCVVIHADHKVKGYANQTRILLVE
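Screened at intermediate enzyme activity to detect both inhibitors and activators: LmPK at 0.1 nM, with a 0.5 nM enzyme column as activation reference. PEP 0.5 mM, ADP 0.1 mM; ATP detected by luminescence after 1 h.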
AMA1 RON2 block = qHTS for Inhibitors of AMA1-RON; Towards Development of Antimalarial Drug Lead: Primary Screen. 360,000 tested, 0.2% active. Plasmodium falciparum AMA1 (3D7) - RON2 peptide interaction. AlphaScreen AMA1-biotinylated RON2 peptide binding. Potency, µM (titrated, usually from 58.2 µM), for the others: at the highest dose activity change, negative = inhibition, hits mostly inhibitors. AID 720542, 2013;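 note: potency is the fitted concentration of half-maximal effect; 0% = vehicle wells and -100% = peptide control; nearly all actives have a fitted effect of over 45% in size; some results filed as inactive show a strong effect at the top dose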
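AMA1 (3D7) with his tag at 25 nM final met compounds first, then biotinylated RON2 peptide at 25 nM; detection used donor plus acceptor beads, 10 µg/mL apiece, read by AlphaScreen after 30 min at room temperature.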
TbPYK inhibitor = qHTS of Trypanosoma Brucei Inhibitors; pyruvate kinase (Trypanosoma brucei), Q57TT1; TbPYK enzyme, Kinase-Glo Plus ATP luminescence, 45 min; Potency, µM (top dose mostly 76.8 µM), for the others: top-dose activity, negative = inhibition, hits mostly inhibitors; 410,000 tested, 0.12% active; AID 624173, 2012; note: potency is the fitted concentration of half-maximal effect; nearly all actives have a fitted effect of over 50% in size
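Quantitative HTS: titrated library compounds versus trypanosomal pyruvate kinase in TEA buffer (pH 7.2) containing KCl, MgCl2, BSA and Tween-20. Reactions were initiated with ADP, 130 uM final. Kinase-Glo Plus luminescence was read after 45 min at RT.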
AmpC inh no detg = qHTS Inhibitors of AmpC Beta-Lactamase (assay without detergent); P00811; AID 485341, 2010; 330,000 tested, 0.52% active; AmpC nitrocefin hydrolysis, absorbance 480 nm, 0.0001% Triton; Potency, µM (doses to about 57.1 µM), inactives show at the top dose activity change, negative = inhibition, hits mostly inhibitors;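 note: potency is the fitted concentration of half-maximal effect; plate controls were no compound for no effect and no enzyme for full effect; nearly all actives have a fitted effect of over 20% in size; some results filed as inactive show a strong effect at the top dose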
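AmpC (5.3 nM in the dispensed reagent) in 20 mM phosphate pH 7.0 with 0.01% (detergent screen) or 0.0001% Triton X-100 was preincubated with compounds for 15 min at room temperature. Nitrocefin was then added from an 800 uM solution, and hydrolysis was followed at 480 nm.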
* marks the source's active call; other numbers are inactive results; ? = inconclusive; · = no result given; & = joins results of further samples; [ ] = dose if it differs, or a comment. Unless noted, calls come from the whole dose curve; as a rule, active = well fitted curve in the direction sought with a large enough effect; inconclusive = small, poorly fitted or top-dose-only effect, or another doubt; inactive = no such curve, though single readings can be large; an effect the other way counts as inactive or inconclusive. Unless noted, % is set by controls: 0 for no effect and ±100 for the full control effect.

SMILES	HCV inh	AmpC inh detg	HCMV inh	LmPK inh	AMA1 RON2 block	TbPYK inhibitor	AmpC inh no detg
NC(=O)CC(NC(=O)Cc1ccc(Br)cc1)c1ccc(NCCN2CCCCC2)c([N+](=O)[O-])c1 (stereo not drawn)	-9%	?	2	4%	-1%	-11%	-1%
CCOC(=O)Cc1csc(NC(=O)c2cccs2)n1	7%	?	37	-24%	3%	7%	-17%
O=C(COC(=O)c1cccnc1Cl)Nc1ncc(Cl)cc1Cl	6%	-5%	6	-2%	2%	-5%	-30%
CN(C)CC1CCC/C(=C\c2ccc(OC(=O)c3ccc(Cl)cc3)cc2)C1=O (stereo not drawn)	11µM*	·	-97*	·	-4%	-5%	·
COc1cc(/C=C/c2ccc3cccc(OC)c3n2)c(OC(C)=O)c([N+](=O)[O-])c1	8.9µM*	?	-84*	0%	-13%	2%	104%[activator]
O=C(NCCc1ccccc1)c1ccc(CSc2nc3cccnc3n2Cc2ccccc2F)cc1	·	17%	11	·	·	45%[activator]	·
CC(C)n1nccc1NC(=O)Nc1ccccc1	1%	-6%	9	-2%	2%	-23%	-14%
CCOC(=O)C(CCCCOc1ccc([N+](=O)[O-])cc1)C(=O)OCC	9%	3%	-8	-6%	17%	4%	33%
COc1ccc(CN(C)CC(=O)Nc2cccc(S(N)(=O)=O)c2)c(OC)c1OC	13%	4%	-22	1%	-6%	-16%	-12%
COc1ccc(S(=O)(=O)Nc2ccccn2)cc1C	-1%	-2%	-35	-2%	-2%	1%	-15%
Cc1c(Cl)cccc1NC(=O)CSc1nc2ncccc2o1	·	-5%	7	·	·	4%	·
O=C(N/N=C/c1ccc(Cl)cc1)C1CC12CCC2 (stereo not drawn)	-4%	2%	38	-5%	12%	-2%	-14%
CCn1cc(C(=O)NCCCOC)c(=O)c2cc(S(=O)(=O)N(C)C)ccc21	2%	-1%	9	-1%	-7%	-3%	-3%
Cc1nc(Nc2cccc(C(C)O)c2)c2nnn(Cc3ccc(F)cc3)c2n1 (stereo not drawn)	?	1%	?	5%	-9%	0%	-17%
CC(C)N(Cc1ccccc1)C(=O)Cn1ncc2c3ccccc3n(Cc3ccccc3)c2c1=O	·	19%	-6	·	·	2%	·
CC(NS(=O)(=O)c1c(N)n(C)c(=O)n(C)c1=O)c1ccccc1 (stereo not drawn)	1%	-13%	-5	-4%	-8%	-9%	-10%
Cc1cc(C)cc(OCC(=O)Nc2cccc(-c3nc4ncccc4o3)c2)c1	-6%	?	-8	2%	-5%	0%	-20%
COCCN(CCOC)C(=O)COC(=O)c1ccc(Cl)c(S(=O)(=O)N(C)c2ccccc2)c1	-1%	-1%	21	0%	-17%	-3%	177%[activator]
C=CCn1c(Oc2ccccc2)nc2c1c(=O)n(C)c(=O)n2C	9%	2%	-12	-1%	0%	-11%	4%
Cc1nc(-c2ccc(Cl)cc2)sc1C1(C)CC(c2ccccc2Br)=NO1 (stereo not drawn)	6%	·	-2	·	12%	6%	·
COc1ccc(NC(=O)c2cc(S(=O)(=O)N3CCCCC3)ccc2C)cc1S(=O)(=O)N1CCOCC1	6%	·	-19	·	3%	2%	·
COc1ccc(C(=O)n2nc(-c3ccco3)nc2NCc2cccs2)cc1OC	·	-3%	44	·	·	1%	·
O=[N+]([O-])c1ccc(/C=C/c2ccc3cccc(O)c3n2)cc1	-29%	-12%	74	0%	63%[activator]	-11%	-40%
CC(C)(C)c1[nH]nc2c1C(C1C=CCCC1)C(C#N)=C(N)O2 (stereo not drawn)	-16%	-5%	-37	11%	5%	2%	-24%
Cc1ccccc1OCC(=O)NN1Cc2ccccc2C1=N	13%	2%	2	-4%	12%	-15%	-23%

The listing continues.
SMILES	HCV inh	AmpC inh detg	HCMV inh	LmPK inh	AMA1 RON2 block	TbPYK inhibitor	AmpC inh no detg
Cc1cc(=O)[nH]c(SCC(=O)NCCc2ccccc2)n1	13%	-4%	27	-8%	-13%	0%	-7%
COc1ccc(OCCN2CCC(C(=O)NC(c3ccc(Cl)cc3)c3cccnc3)CC2)cc1 (stereo not drawn)	·	·	-17	·	0%	-5%	·
CCc1nc2c(OCc3cccc(OC)c3)cccn2c1N(C)C(=O)C(C)C	·	·	-10	·	20%	-2%	·
Cc1csc(NC(=O)c2ccc(C)o2)n1	17%	1%	-26	-28%	-10%	-3%	-13%
COc1ccc(C(=O)N[C@H](C(=O)NCc2ccccc2)C(C)C)cc1	2%	-5%	20	4%	-5%	-2%	-15%
C(=C/c1ccnc2nc(SC/C=C/c3ccccc3)nn12)/c1ccccc1	-21%	-9%	-22	3%	13%	-1%	-39%
CC(=O)N1CCN(c2ccc(NC(=O)C(C)Oc3ccc(Cl)cc3Cl)cc2)CC1 (stereo not drawn)	-6%	-2%	0	7%	-11%	2%	181%[activator]
COc1ccc(C(=O)O/N=C(\C)c2cnccn2)cc1	7%	-11%	14	?	-5%	-3%	-4%[2.29 µM]
Cc1[nH]c(C)c2c(=O)n(Cc3ccccc3Cl)ncc12	14%	·	-24	·	-11%	4%	·
COCCOC(=O)C1=C(C)N(c2ccccc2)C(=S)NC1c1ccccc1C(F)(F)F (stereo not drawn)	5%	5%	?	-2%	25%	2%	12%
CNc1nccc(-c2ccc(Cl)cc2)c1C#N	3%	-7%	?	5%	62%[activator]	-1%	-16%
C=CCC(CC=C)(NC(=O)c1ccccc1)c1ccccc1	-4%	?	-11	5%	0%	0%	-15%
CCOC(=O)C1=C(C)N(c2ccccc2)C(=O)/C1=C\c1ccco1	?	-4%	-4	3%	-27%	-3%	-10%
S=C(NC1CCCC1)N1CCN(c2ccc(Cl)cc2)CC1	-10%	-3%	?	0%	?	-9%	-28%
CN(C)CCCNc1nc2cc(-c3cnn(C)c3)sc2c(=O)n1C	·	·	44	·	-3%	-7%	·
COc1ccccc1OCC(=O)Nc1ccc(S(=O)(=O)N2CCOCC2)cc1	8%	-2%	-13	-2%	26%	-6%	-9%
CCOC(=O)Cc1nnc(NC(=O)CSc2ccc(Cl)cc2)s1	3%	-9%	4	5%	12%	6%	-37%
CCc1nnc(NC(=O)c2ccc(S(=O)(=O)N(CC)Cc3ccccc3)cc2)o1	?	2%	?	0%	44%[activator]	?	-37%
C(=C\c1ccco1)/C1=NN(c2ccccc2)C(c2ccco2)C1 (stereo not drawn)	-8%	-11%	·	-2%	0%	-11%	-49%
Cc1ccc(C(O)c2ncc(-c3ccccc3Cl)[nH]2)cc1F (stereo not drawn)	·	·	5	·	-16%	-4%	·
Cc1c(C(=O)NC(=S)NCc2cccnc2)oc2ccccc12	-12%	-9%	-26	-5%	8%	-3%	-2%
CC(=O)NC(c1cccs1)c1cc(Cl)c2ccccc2c1O (stereo not drawn)	·	7%	-15	·	·	2%	-9%
Cc1ccc(S(=O)(=O)c2c(C)cc(C)nc2Oc2cccc(C(F)(F)F)c2)cc1	-16%	-10%	-20	-5%	21%	-5%	-32%
Fc1ccc(Nc2c3c(nc4nncn24)CCC3)cc1	·	-1%	15	·	·	21%	·
Cn1c2c(c(=O)n(C)c1=O)C(c1ccccc1Cl)CC(=O)N2 (stereo not drawn)	-5%	-6%	12	3%	-5%	2%	-13%

Complete entries from above.
`COc1ccc(CN(C)CC(=O)Nc2cccc(S(N)(=O)=O)c2)c(OC)c1OC` across the screens: HCV inh: 13%; AmpC inh detg: 4%; HCMV inh: -22; LmPK inh: 1%; AMA1 RON2 block: -6%; TbPYK inhibitor: -16%; AmpC inh no detg: -12%
`Cc1cc(=O)[nH]c(SCC(=O)NCCc2ccccc2)n1` across the screens: HCV inh: 13%; AmpC inh detg: -4%; HCMV inh: 27; LmPK inh: -8%; AMA1 RON2 block: -13%; TbPYK inhibitor: 0%; AmpC inh no detg: -7%

Further entries.
SMILES	HCV inh	AmpC inh detg	HCMV inh	LmPK inh	AMA1 RON2 block	TbPYK inhibitor	AmpC inh no detg
COc1ccc(/C=C2\CCn3c2nc2cc(C(=O)O)ccc2c3=O)cc1O	13%	-15%	13	0%	-2%	1%	-10%
CC(C)OCCCn1c(=N)c(S(=O)(=O)c2ccccc2)cc2c(=O)n3ccccc3nc21	-21%	0%	-38	0%	5%	-1%	46%
Cc1cccc(C(=O)Nc2ccc(-c3nc4ccccc4s3)c(C)c2)c1	·	0%	55	·	·	-3%	·
CCN(CC)C(=O)CSc1nc(O)c(Cc2ccccc2)c(=O)n1-c1ccccc1	-9%	-2%	3	-1%	-19%	1%	-9%
Cc1ccc(NC(=O)[C@@H](C)NC(=O)[C@@H]2Cc3ccccc3CN2)cc1	2%	1%	·	7%	0%	0%	-15%
COc1ccc(C2/C=C\CN(S(=O)(=O)c3cccs3)CC(=O)N2Cc2ccc(F)cc2)cc1 (stereo not drawn)	?	-2%	-19	5%	5%	0%	-25%
c1ccc(-c2nc3cc4ccccc4cc3[nH]2)nc1	?	3%	-20	16µM*	30%	-19%	-36%
C=CCc1cc(OC)ccc1OCC(O)CN1CCN(c2ccc(OC)cc2)CC1 (stereo not drawn)	?	-13%&0%	-15&-39	6%&1%	?	-10%&-4%	93%&60%[activator]
Nc1c(S(=O)(=O)O)cc(NC(=O)c2ccccc2)c2c1C(=O)c1ccccc1C2=O	19%	-13%	·	-13%	?	-25%	104%[activator]
CCc1cc(=O)[nH]c(SCC(=O)Nc2cc(C)on2)n1	-3%	-16%	-20	·	-1%	2%	-14%
COc1ccc(C(CNC(=O)COc2ccccc2-c2ccccc2)N2CCOCC2)cc1 (stereo not drawn)	?	6%	-6	10%	0%	2%	198%[activator]
CC[C@]12c3[nH]c4ccc(OC)cc4c3CCN1C(=O)C(CC(=O)NCCCn1ccnc1)C[C@@H]2C(=O)N1CCN(C(=O)c2ccco2)CC1 (stereo partly drawn)	13%	·	4	·	-5%	1%	44%
Cn1c(=O)cc(SCC(=O)Nc2ccccn2)c2ccccc21	0%	3%	-20	2%	-1%	-22%	-14%
Cc1nnc(N(C)C(=O)c2ccccn2)s1	23%	-4%	-1	-2%	-4%	-1%	-18%
Cc1ccc(N(C(=O)CCC(=O)Nc2nccs2)C(C(=O)NC(C)(C)C)c2ccc(O)cc2)cc1 (stereo not drawn)	-15%	1%	?	6%	8%	2%	-22%
